H9c2 TAG inh = inhibitors of triacylglycerol accumulation. AID 651582. inhibition, % at 12.5 µM. 230,000 tested, 0.66% active. H9c2 cells, Nile Red lipid (TAG) fluorescence; cells loaded with 200 µM oleic acid;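 active = pattern-corrected inhibition of lipid staining of at least 50% with the nuclear-stain viability signal not falling by more than 50%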;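 note: 0% = DMSO wells and 100% = triacsin C control wells; some results filed as inactive read as strong as hits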
H9c2 TAG inh DAPI viability = also measured in H9c2 TAG inh; calls as there; DAPI nuclei signal change (viability), lower = more cytotoxic, %;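 whole-well DAPI fluorescence read on a plate reader as a viability signal; minus 50 percent equals half of cells still viable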
* hit, by the source's call. Some of the compounds tested; count on the stated rates, not on these rows.

Each structure is followed by: H9c2 TAG inh DAPI viability, H9c2 TAG inh
COc1ccc(/C=N/NC(=O)C[n+]2ccccc2)c(OC)c1
    -11.0, 9.1
NC(=O)c1ccc(NC(=O)COC(=O)CCN=C2NS(=O)(=O)c3ccccc32)cc1
    -4.0, 3.9
O=c1[nH]nnc2cc(Cl)ccc12
    -5.0, 14.2
CCOC(=O)c1ccc(NC(=O)C2CCCN(S(=O)(=O)c3cnc[nH]3)C2)cc1 (stereo not given)
    1.5, 8.8
COCCn1c(SCC(=O)Nc2c(C)n(C)n(-c3ccccc3)c2=O)nc2ccccc2c1=O
    -5.3, -0.2
COc1ccc(-c2csc(NC(C)c3nc4cc(C(F)(F)F)ccc4n3CCOCCO)n2)cc1 (stereo not given)
    -0.2, 17.5
Cc1nn(-c2ccc(F)cc2)c(N)c1C1(O)C(=O)Nc2ccccc21 (stereo not given)
    0.4, -1.3
O=C(COc1ccccc1)NNC1=NS(=O)(=O)c2ccccc21
    -16.8, 7.9
CC(C(=O)Nc1ccccc1Cl)c1ccc([N+](=O)[O-])cc1 (stereo not given)
    7.0, -23.9
C[C@@H]1CN([C@@H](C)CO)C(=O)CCCn2cc(nn2)CO[C@H]1CN(C)S(=O)(=O)c1ccc(-c2ccccc2)cc1
    -3.3, 11.8
CN(C)S(=O)(=O)NC(c1ccccc1)c1ccccc1
    -4.6, 12.2
O=C(Nc1ccc(S(=O)(=O)N2CCCC2)cc1)C1CCCN1C(=O)c1cccs1 (stereo not given)
    6.3, 4.2
O=C(CSCc1ccc(Cl)cc1)Nc1ccc(S(=O)(=O)N2CCOCC2)cc1
    -1.7, -0.9
COc1ccc(CC(=O)Nc2ccc3c(c2)CCC3)cc1
    9.1, 3.9
CC(C)N1CCC(C)(C(=O)Nc2ccccc2Oc2ccccc2)C1 (stereo not given)
    -7.9, 4.6
COc1cc2c(cc1O)CCN(C(=O)c1ccco1)C2C (stereo not given)
    13.7, 3.8
CC(=O)Nc1ccc2c(c1)nc1n2CCN(C2CCCCC2)C1
    -8.0, 16.5
COc1cc(C(=O)NCC(c2ccco2)N2CCOCC2)cc(OC)c1OC (stereo not given)
    -12.6, 6.1
CC[C@@H](NC(=O)Cn1cc(C)c(=O)[nH]c1=O)c1ccccc1
    -1.5, -0.4
O=C1c2ccccc2C(=O)C12OC2c1ccc(Cl)cc1Cl (stereo not given)
    -31.1, 31.0
CCCn1cc([C@@H]2C[C@H]3CN(Cc4cccc(Cl)c4)C(=O)[C@]34CCCN24)c(C)n1
    -1.2, -4.6
Cc1c(C(=O)NCCC#N)sc(=O)n1Cc1ccc(C(=O)N(C)C)cc1
    0.3, -4.1
COc1ccccc1NC(=O)C(C)OC(=O)CSCC(=O)Nc1ccc(C)cc1C (stereo not given)
    2.8, -2.2
CCCCN(C(=O)CC1CCCC1)c1c(N)n(CCC)c(=O)[nH]c1=O
    7.8, -21.7
Cc1noc(C)c1S(=O)(=O)NC(=O)C1(C)CCN1C(=O)c1ccc(C2CCCCC2)cc1 (stereo not given)
    -2.8, -0.8
Cn1cc(S(=O)(=O)N2CCc3ccccc32)cc1C(=O)NC1CCCCC1
    4.0, -7.6
C[C@]1(O)CC(=O)C=C[C@H]1Nc1ccccc1
    -5.0, 2.4
Cc1noc(C)c1C(=O)OCC(=O)/C=C1/N(C)c2ccccc2C1(C)C
    12.5, 1.4
CC1(C)CC(C(N)=S)CCO1 (stereo not given)
    6.8, 0.8
COc1ccc(OC)c(NC(=O)CSc2nc(N3CCOCC3)nc(N3CCOCC3)n2)c1
    3.2, 12.1
Cc1cc(NC(=O)c2ccccc2)ncc1NC(=O)c1cccs1
    5.2, 5.6
Cc1cc(S(=O)(=O)NC(C)C)ccc1OCC(=O)NCc1ccccc1
    -12.1, 8.0
O=C(O)CSc1nnc(-c2ccccc2Br)n1-c1cccc(C(F)(F)F)c1
    4.3, 5.4
COc1ccc(C(=S)N2CCNCC2)cc1
    3.7, -24.6
O=C1NC(Cc2ccc(O)cc2)c2nc3cc(F)ccc3c(=O)n2-c2ncccc21 (stereo not given)
    4.8, 9.9
CCOC(=O)C1=C(C)N=c2sc(=Cc3cc(Cl)c(OCC(=O)O)c(OC)c3)c(=O)n2C1c1ccccc1Cl (stereo not given)
    -5.7, -2.1
CC1(C)C(=O)Nc2ccccc2N1C(=O)Cn1ncc(Cl)c(Cl)c1=O
    -6.8, 20.1
O=[N+]([O-])c1cc(S(=O)(=O)NCCN2CCOCC2)ccc1Sc1nnnn1-c1ccccc1
    -19.8, 28.6
CCCC(=O)N1CCC1(C)C(=O)Nc1cc(OC)ccc1OC (stereo not given)
    -10.6, 9.9
COc1ccccc1OCCNC(=O)c1cccc(S(=O)(=O)NCc2ccccc2)c1
    3.0, -25.5
Cc1ccc(OCc2cc(C(=O)NCC3COCCO3)no2)cc1C (stereo not given)
    -3.8, 9.7
COc1cccc(NC(=O)COC(=O)c2cccnc2)c1
    3.8, -12.5
COc1ccc2nc3cc(Cl)ccc3c(Nc3ccc(O)c(CN4CCN(C)CC4)c3)c2c1
    -27.8*, 54.4*
COc1cc(-n2nnnc2SC)c(OC)cc1Cl
    6.0, 10.3
CC(NC(=O)Cn1nc(C(=O)O)c2ccccc2c1=O)C12CC3CC(CC(C3)C1)C2 (stereo not given)
    5.6, -5.7

The final 2 records of the section above are carried over, then new ones follow:
Each structure is followed by: H9c2 TAG inh DAPI viability, H9c2 TAG inh
COc1cc(-n2nnnc2SC)c(OC)cc1Cl
    6.0, 10.3
CC(NC(=O)Cn1nc(C(=O)O)c2ccccc2c1=O)C12CC3CC(CC(C3)C1)C2 (stereo not given)
    5.6, -5.7
Cc1nc(Nc2c(Cl)cccc2Cl)sc1C(=O)Nc1ccccc1
    4.4, 16.1
O=C(CSc1nnc(-c2ccc(S(=O)(=O)N3CCCC3)cc2)o1)NCc1ccccc1
    -9.9, 19.6
Cc1sc2nc(CN3CCOCC3)nc(N3CCOCC3)c2c1C
    -2.3, 2.6
Cc1ccc(OCCSc2ncccn2)c(C)c1
    -2.6, 8.6
CCC(=O)C1CCCN(C(=O)c2ccc(OC3CCN(C(=O)c4cccnc4)CC3)cc2)C1 (stereo not given)
    7.0, -20.7
OC(CNc1ccccc1)Cn1ccc2ccccc21 (stereo not given)
    11.6, -3.5
Cc1ccsc1/C=C(\C(=O)c1ccc(OC(C)C)cc1)c1nc2ccccc2o1
    -11.2, -19.3
CC(C)(C)OC(=O)C[C@H]1C/C=C\C[C@@H](CC(=O)N[C@@H](CO)Cc2ccccc2)C(=O)NCCOC1=O
    -13.5, 0.5
CCO[C@H]1OC(C(=O)N2CCOCC2)=C[C@@H](c2ccc(Br)cc2)[C@@H]1CCCO
    -0.2, -10.8
COc1ccccc1-n1c(SCC(=O)NC(C)(C)C)nc(O)c(Cc2ccccc2)c1=O
    -0.8, -12.7
CCCCN1C(=O)C(CC(=O)NC2CCCCC2)CC(C(=O)N(CC)CC)=C1C (stereo not given)
    -16.2, 9.6
CN(C)c1ccc(/C=N/NC(=S)NCc2ccccc2)cc1
    13.1, 16.3
CCS(=O)(=O)NCC(c1cccnc1)N1CCN(c2ccccc2F)CC1 (stereo not given)
    -12.5, 0.9
CC1(C)Cc2ccccc2C(/C(C#N)=N/O)=N1
    -5.2, 12.9
CN(C)S(=O)(=O)N1CCC(Oc2cccc(C(=O)N3CCCCCC3)c2)CC1
    8.2, 12.0
COc1ccc(CC(=O)Nc2cc(S(=O)(=O)N3CCCCC3)ccc2C)cc1
    -4.3, -3.2
CC(=O)n1nc(-c2ccc(C)cc2)nc1NCc1ccc(F)cc1
    -14.9, -0.8
C/C(=N\NC(=O)c1ccccc1)c1ccccc1Br
    0.1, -18.1
COC(=O)CSc1nnc(CNc2ccc(OC)cc2)n1C
    -0.2, -5.3
O=C(NCc1ccc(Cl)cc1)c1cc2ccccc2oc1=O
    3.1, -41.3
CNS(=O)(=O)c1ccc2c(c1)C(=O)c1cc(S(=O)(=O)NC)ccc1CC2
    0.4, 1.9
Nc1nc(SCC(=O)NCC2CCCO2)[nH]c(=O)c1NC(=O)c1ccc(F)c(F)c1 (stereo not given)
    1.3, 5.9
Cc1cc(CN2CCCC(N3CCc4ccccc4C3)C2)cc(C)c1O (stereo not given)
    7.4, -20.6
O=C(COC(=O)/C=C/c1cccc(Cl)c1)Nc1c(F)cccc1F
    1.1, -6.7
Cc1ccc(Cn2c(C(CO)Nc3nc(-c4ccc(F)cc4)cs3)nc3ccccc32)cc1 (stereo not given)
    5.2, -26.6
CCOc1ccc(NC(=O)CN(c2ccc(OC)cc2)S(=O)(=O)c2cccs2)cc1
    -10.9, 9.0
CCCCC(=O)Nc1ccc(NC(=O)C(C)C)cn1
    5.3, 1.2
CN(C)c1ccc(C(=O)NCC2CCCO2)cc1 (stereo not given)
    16.2, -23.0
CCCCCCNC(=O)OC12CN(C(=O)OC(C)C)N(C(=O)OC(C)C)CC1(O)CN(S(=O)(=O)c1ccc(C)cc1)C2 (stereo not given)
    -7.0, 4.3
Cc1ccc(NCC(=O)Nc2c(C)n(C)n(-c3ccccc3)c2=O)cc1S(=O)(=O)N(C)C
    -4.7, 10.9
Cc1ccc(CN(C)CC(=O)Nc2ccccc2C(=O)NC2CC2)o1
    -0.4, -0.4
CC(=O)Nc1cccc(NC(=O)Cc2ccc3ccccc3c2)c1
    -5.8, -2.1
COc1ccc(NS(=O)(=O)c2cccc(C(=O)Nc3ccccc3C(=O)O)c2)cc1
    6.6, 1.1
CCCN(CCC)CCCNC(=O)c1cn(CC)c2ccc(S(=O)(=O)N3CCc4ccccc4C3)cc2c1=O
    17.1, 19.4
CSc1sc(C(=O)O)c(C)c1C(C)=O
    2.4, -9.4
CC1=C(C#N)C(c2cccnc2)C2=C(CCCC2=O)N1 (stereo not given)
    4.3, -8.0
CCCn1ncc(CN2CCC(n3nccc3NC(=O)c3ccccc3OC)CC2)c1C
    -2.7, 3.0
COc1cc2c(cc1OC)-c1cc(OCc3cccnc3)nc(=O)n1CC2
    86.6, 23.8
CS(=O)(=O)c1ccc(C(=O)OCc2nnc(-c3ccccc3)o2)cc1[N+](=O)[O-]
    -22.0, 24.9
O=C(NNC1CC(c2ccccc2)=NN1C(=O)c1ccccc1)c1ccccc1 (stereo not given)
    -2.9, -3.5
Cc1cc(C)n(CCn2nc(C)cc2C)n1
    -0.1, -3.1
Cc1nnc2sc(SCC(=O)N3CCC(C)CC3)nn2c1=O
    -7.2, 18.1
CC(C)C(NCC(=O)Nc1ccccc1C(=O)NC1CC1)c1ccccc1 (stereo not given)
    4.1, -1.8
CCc1nc2cc3sc(CC)nc3cc2s1
    2.2, -21.0
CC(=O)N/C(=C/c1ccc(Cl)cc1)C(=O)NCCc1c[nH]c2ccccc12
    2.7, -3.7
CCN1C(=O)[C@H]2[C@@H](c3ccc(-c4ccc5c(c4)OCO5)c(OC)c3)N[C@@](C)(C(=O)OC)[C@H]2C1=O
    0.6, -3.0
C#CCOCCOCCOCCNc1nc(N2CCOCC2)nc(N2CCN(C(=O)[C@H]([C@@H](C)CC)n3cc(CCCCN)nn3)CC2)n1
    10.5, -9.2
O=C(O)CCCC(=O)Nc1cccc(-c2nc3ccccc3[nH]2)c1
    19.4, -18.5

Gathered by group, those above with an aryl thioether with sulfur outside any ring.
Each structure is followed by: H9c2 TAG inh DAPI viability, H9c2 TAG inh
COCCn1c(SCC(=O)Nc2c(C)n(C)n(-c3ccccc3)c2=O)nc2ccccc2c1=O
    -5.3, -0.2
COc1ccc(OC)c(NC(=O)CSc2nc(N3CCOCC3)nc(N3CCOCC3)n2)c1
    3.2, 12.1
O=C(O)CSc1nnc(-c2ccccc2Br)n1-c1cccc(C(F)(F)F)c1
    4.3, 5.4
O=[N+]([O-])c1cc(S(=O)(=O)NCCN2CCOCC2)ccc1Sc1nnnn1-c1ccccc1
    -19.8, 28.6
COc1cc(-n2nnnc2SC)c(OC)cc1Cl
    6.0, 10.3
O=C(CSc1nnc(-c2ccc(S(=O)(=O)N3CCCC3)cc2)o1)NCc1ccccc1
    -9.9, 19.6
Cc1ccc(OCCSc2ncccn2)c(C)c1
    -2.6, 8.6
COc1ccccc1-n1c(SCC(=O)NC(C)(C)C)nc(O)c(Cc2ccccc2)c1=O
    -0.8, -12.7
COC(=O)CSc1nnc(CNc2ccc(OC)cc2)n1C
    -0.2, -5.3
Nc1nc(SCC(=O)NCC2CCCO2)[nH]c(=O)c1NC(=O)c1ccc(F)c(F)c1 (stereo not given)
    1.3, 5.9
CSc1sc(C(=O)O)c(C)c1C(C)=O
    2.4, -9.4
Cc1nnc2sc(SCC(=O)N3CCC(C)CC3)nn2c1=O
    -7.2, 18.1

Assay outcomes as filed in PubChem.
